Bioassay records: PubChem BioAssay, several laboratories
hgDAF-12 ag: hgDAF-12 agonism, primary luciferase screen; HEK293 GAL4-hgDAF12 UAS-luciferase reporter, agonist luminescence; normalized to butyrate control; hit rate 1.8% among 370,000; AID 687014; activation, % at 6.8 µM;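 active = activation above a cutoff set at the mean of all screened compounds plus 3 SD, cut at about 10% in these data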;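 also: 0% = DMSO wells and 100% = sodium butyrate wells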
hcDAF12 agonist: activators of H. contortus DAF-12 nuclear receptor; HEK293 hcDAF-12 lit1-tk-luc reporter, luminescence; 0% DMSO, 100% Δ7-dafachronic acid; activation, % at 6.8 µM; hit rate 1.4% among 370,000; AID 652067;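 active = activation above the mean of all tested compounds plus 3 SD, cut at about 5.5% in these data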;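 also: 100% = response to 3 µM Δ7-dafachronic acid high control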
Rev-erbA mod: Rev-erb alpha (human) modulation; hit rate 0.79% among 370,000; Rev-erbα–FITC-DNA binding, fluorescence polarization, 90 min; P20393; activity, % at 10 µM;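 active = activity above about 14%, limit read from the data; passing the limit was not always enough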;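 also: 0% = DMSO wells with 35 nM protein and 100% = DMSO wells with 750 nM protein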
Target sequence (P20393 whole entry, looked up): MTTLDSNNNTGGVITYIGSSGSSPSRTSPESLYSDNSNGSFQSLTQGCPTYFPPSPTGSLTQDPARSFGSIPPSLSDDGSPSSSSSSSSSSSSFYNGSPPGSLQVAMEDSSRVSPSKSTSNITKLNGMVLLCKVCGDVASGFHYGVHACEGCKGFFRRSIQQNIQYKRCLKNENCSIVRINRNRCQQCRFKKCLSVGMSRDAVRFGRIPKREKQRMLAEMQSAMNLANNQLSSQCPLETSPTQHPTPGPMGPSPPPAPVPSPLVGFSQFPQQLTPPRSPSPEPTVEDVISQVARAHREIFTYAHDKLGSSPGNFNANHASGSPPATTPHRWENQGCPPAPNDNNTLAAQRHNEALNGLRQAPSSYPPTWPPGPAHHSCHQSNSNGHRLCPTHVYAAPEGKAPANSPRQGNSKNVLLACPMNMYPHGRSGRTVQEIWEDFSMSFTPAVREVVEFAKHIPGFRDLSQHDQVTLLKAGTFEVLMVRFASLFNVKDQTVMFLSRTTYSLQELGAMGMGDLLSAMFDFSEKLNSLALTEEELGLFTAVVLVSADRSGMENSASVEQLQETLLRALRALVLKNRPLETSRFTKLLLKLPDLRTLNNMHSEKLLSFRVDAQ
DAX1 inh-1: inhibitors of human orphan nuclear receptor DAX1 (NR0B1); hit rate 0.99% among 340,000; HEK293 Gal4-DAX1 luciferase reporter, luminescence; P51843; inhibition, % at 6.75 µM; AID 504766;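 active = inhibition above the mean over all tested compounds plus 3 SD, cut at about 4.2% in these data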;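 also: 0% = DAX1-transfected cells with DMSO and 100% = empty-vector control cells with DMSO; inhibition shows as a rise in luminescence from relieved DAX1 repression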
Target sequence (P51843 207-470 limits assumed): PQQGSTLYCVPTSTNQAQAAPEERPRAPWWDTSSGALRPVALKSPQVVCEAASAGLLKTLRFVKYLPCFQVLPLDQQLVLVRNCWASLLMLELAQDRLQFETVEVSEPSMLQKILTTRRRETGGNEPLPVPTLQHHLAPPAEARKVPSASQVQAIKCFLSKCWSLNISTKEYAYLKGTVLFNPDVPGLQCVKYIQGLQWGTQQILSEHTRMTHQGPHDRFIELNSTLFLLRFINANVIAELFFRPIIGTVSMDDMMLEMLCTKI
ssDAF12 agonist: S. stercoralis DAF-12 activation, primary screen | HEK293 ssDAF-12/GRIP1 lit1-tk-luc reporter, luminescence; % of 3 µM dafachronic acid response | activation, % at 6.8 µM | hit rate 1% among 370,000;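 active = activation above the mean over all tested compounds plus 3 SD, cut at about 0.9% in these data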;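 also: 0% = DMSO-only wells and 100% = 3 µM delta7-dafachronic acid wells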
DAX1 inh-2: inhibitors of DAX1 repression of SF-1 activated StAR promoter. HEK293T StAR-luciferase reporter, SF-1/DAX-1 repression relief. inhibition, % at 6.8 µM. hit rate 1.1% among 370,000. AID 652010;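 active = inhibition above the mean over all tested compounds plus 3 SD, cut at about 3.6% in these data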;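 also: 0% = DAX-1 cells with DMSO and 100% = cells lacking DAX-1 with DMSO; higher inhibition means more luminescence from relief of DAX-1 repression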
FXN GAA850 act: increases GAA850 frataxin promoter reporter activity | HEK293 lucGAA850 FXN promoter luciferase reporter, 24 h; percent of 10 µM SAHA response | activation, % at 6 µM | hit rate 0.56% among 360,000;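 active = activation above the average of all compounds screened plus 3 SD, cutoff fixed separately per campaign, cut at about 7.5% in these data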;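 also: 0% = DMSO wells and 100% = 10 µM SAHA wells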
SMARCA2 activ: SMARCA2 function activation, primary screen. hit rate 1% among 370,000. MG213 cells, MMTV-luciferase reporter, dexamethasone, overnight. activation, % at 9.1 µM. AID 652017; in the data active = activation above about 7.8%;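 also: 0% = vehicle wells and 100% = reference activator wells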
HGIII-sPLA2 inh: Inhibits HGIII-sPLA2 liposome hydrolysis, primary screen; hit rate 0.56% among 370,000; inhibition, % at 12.2 µM; AID 743126; Q9NZ20; QFRET BODIPY PC-A2 liposome hydrolysis, fluorescence;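 active = inhibition above mean plus 3 SD of compounds lying within the high and low control bounds, cut at about 19% in these data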;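 also: 0% = median of test compound wells and 100% = no enzyme DMSO wells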
PLCb3 inh: PLC-beta3 (human) inhibition, primary screen; Q01970; Purified PLC-beta3, fluorogenic substrate, fluorescence; inhibition, % at 12.2 µM; hit rate 0.18% among 370,000; in the data active = inhibition above about 11%;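 also: 0% = median of compound wells on plate and 100% = full blocker control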
PG9 binder: small molecules binding HIV-1 gp120 antibody PG9 | inhibition, % at 6.7 µM | TR-FRET gp120-PG9 antibody binding | hit rate 0.43% among 360,000; in the data active = inhibition above about 8.5%
* hit, by the source's call; i = inactive; . = no result given.

No.	SMILES	hgDAF-12 ag	hcDAF12 agonist	Rev-erbA mod	DAX1 inh-1	ssDAF12 agonist	DAX1 inh-2	FXN GAA850 act	SMARCA2 activ	HGIII-sPLA2 inh	PLCb3 inh	PG9 binder
1	CC1CCCC(n2c(=S)[nH]c3ccccc3c2=O)C1C (stereo not drawn)	0.1	-0.6	3	-0.4	-1.5	0.1	2.4	-4	7	4	1.0
2	Cc1noc(C)c1NC(=O)N(C)C[C@H]1Oc2ccc(NC(=O)Nc3ccccc3)cc2C(=O)N([C@H](C)CO)C[C@@H]1C	1.8	-0.2	-5	-1.3	-1.0	0.0	1.0	-1	4	0	0.8
3	COc1ccc(/C=N/NC(=O)c2cccc(NC(=O)c3ccc(Cl)cc3)c2)c(OC)c1	6.4	-1.2	-18	-1.9	-1.2	0.3	2.1	0	1	-12	0.5
4	COc1ccccc1NC(=O)C1CCN(S(C)(=O)=O)CC1	0.3	-1.8	3	-0.2	-1.0	-0.3	1.2	-1	5	-5	2.2
5	O=C(NCc1ccco1)C1CCCN(S(=O)(=O)c2ccc(F)cc2)C1 (stereo not drawn)	-1.3	-1.8	-3	.	-1.3	0.5	.	7	0	5	.
6	O=c1n(Cc2ccccc2)nc2n1-c1ccccc1SC2	1.2	1.2	-3	0.8	-1.5	1.3	2.8	-1	7	-2	1.8
7	CC(NC(=O)c1ccnn1C)C1CCCO1 (stereo not drawn)	1.5	0.1	-1	0.8	-1.5	-0.1	-1.8	-1	1	-1	-1.6
8	O=C(NC1CC1)C1CCCN1S(=O)(=O)c1ccc2ccccc2c1 (stereo not drawn)	0.2	-1.6	-8	2.8	-0.7	-0.3	-1.7	-2	-6	0	0.9
9	C=CCN1C(=O)NC(c2ccc(OC)cc2)(C(F)(F)F)S/C1=C(\C#N)c1nnc(N2CCOCC2)n1-c1ccccc1 (stereo not drawn)	1.4	-2.9	-8	-0.3	-1.1	-0.3	1.6	2	12	4	-2.8
10	CC(=O)Nc1ccc(-c2cc(C(=O)O)c3ccc(C)cc3n2)cc1	1.3	-0.1	2	-0.2	-0.3	0.8	0.5	6	-6	i	-1.2

Next results follow:
No.	SMILES	hgDAF-12 ag	hcDAF12 agonist	Rev-erbA mod	DAX1 inh-1	ssDAF12 agonist	DAX1 inh-2	FXN GAA850 act	SMARCA2 activ	HGIII-sPLA2 inh	PLCb3 inh	PG9 binder
11	COCCn1c(SCC(=O)c2ccccc2)nc2c(c1=O)SC(C)C2 (stereo not drawn)	-0.7	-1.4	2	-1.4	-1.1	0.3	2.1	3	-24	3	-1.4
12	COc1ccc(S(=O)(=O)N2CCOC2CNC(=O)C(=O)NCc2ccco2)cc1C (stereo not drawn)	0.5	-1.4	3	0.4	-1.6	0.1	-0.1	0	-4	-7	1.1
13	COc1ccc(OCC(=O)Nn2c(-c3ccc(OC)cc3)nc3ccccc3c2=O)cc1	1.3	-1.2	3	1.5	-1.4	-0.5	2.7	-1	-8	0	0.3
14	CCOC(=O)c1c(C)[nH]c(C(=O)COC(=O)CCS(=O)(=O)c2ccc(C)cc2)c1C	0.6	-0.6	-1	0.5	-1.4	1.4	1.4	-2	-3	1	-0.7
15	COC(OC)c1ccc(C#N)c(SCc2ccc(C)cc2)n1	2.5	2.0	0	0.7	-1.0	0.8	0.1	2	-3	-6	0.0
16	O=C(Cn1c(=O)c2sccc2n(Cc2cccc([N+](=O)[O-])c2)c1=O)NCCc1ccccc1	-2.4	-1.8	-1	-1.6	-1.8	0.2	-1.2	-2	-8	2	-1.7
17	COc1ccc(C(C2C(=O)CC(C)(C)CC2=O)C2C(=O)CC(C)(C)CC2=O)cc1	-1.0	-0.4	1	2.5	-1.9	-0.2	-0.6	1	-2	-5	-1.5
18	Cc1cc(C)c(C#N)c(SC2CCCCC2=O)n1 (stereo not drawn)	-0.9	0.7	-3	1.4	-1.2	0.2	4.2	-3	8	-1	-0.6
19	COc1ccccc1Nc1nc2ccccc2[nH]1	5.0	1.5	0	0.8	-0.7	-0.1	1.8	5	1	4	-3.2
20	COc1cc(OC)cc(-c2c(Sc3ccccc3)c3cc(-c4cnc(OC)nc4)ccc3n2C)c1	-0.2	-1.4	-1	.	-1.2	-0.3	.	-3	3	1	0.7

More entries follow:
No.	SMILES	hgDAF-12 ag	hcDAF12 agonist	Rev-erbA mod	DAX1 inh-1	ssDAF12 agonist	DAX1 inh-2	FXN GAA850 act	SMARCA2 activ	HGIII-sPLA2 inh	PLCb3 inh	PG9 binder
21	Cc1cccc(NC(=O)CSc2nc3ccc(NC(=O)CSc4nnnn4-c4ccccc4)cc3s2)c1C	0.9	-0.1	-1	.	-1.3	-0.1	.	-1	-5	-9	0.5
22	CCc1nnc(NC(=O)c2cc(-c3ccccn3)nc3ccccc23)s1	-0.4	-0.8	1	0.3	-1.6	-0.1	0.6	1	-5	-3	0.1
23	CC(C)(C)OC(=O)N1CCC[C@H]1C(=O)N1CCC[C@H]1C(=O)NCc1ccncc1	-1.4	-0.1	2	.	-0.5	0.9	.	-7	6	4	0.1
24	CCN(CC)c1ccc(NC(=O)Nc2ccccc2)cc1	12*	5.2	-4	1.1	0.3	2.2	6.1	6	16	0	-8.7
25	COc1cccc2cc(C(=O)Oc3ccc(NC(C)=O)cc3)c(=O)oc12	1.7	0.0	6	0.4	-0.6	0.0	1.6	-3	10	-26	2.9
26	O=C(CN1C(=O)NC2(CCOc3ccccc32)C1=O)NCc1ccccc1 (stereo not drawn)	-2.6	1.6	2	0.1	-0.5	-0.7	2.0	-5	12	2	2.5
27	CC1=Nc2ccccc2/C1=C/c1nc(-c2ccc(C)s2)oc1O	-0.3	4.5	5	1.0	-0.9	-0.5	0.7	0	-12	-39	-3.3
28	CCCCc1nc2cc(Cl)ccc2o1	-1.5	-0.5	-3	-0.1	-1.7	0.1	0.6	-4	5	-4	0.6
29	COc1ccc(S(=O)(=O)N[C@@H]2C=C[C@@H](CC(=O)N3CCc4ccccc4C3)O[C@@H]2CO)cc1	-1.6	0.1	1	.	-0.9	0.1	.	1	1	1	-0.6
30	CC1CCCN(C(=O)COC(=O)Cn2cnc3ccccc32)C1 (stereo not drawn)	1.2	2.9	3	2.6	0.3	0.6	1.1	-4	-6	1	-0.1

Following part.
No.	SMILES	hgDAF-12 ag	hcDAF12 agonist	Rev-erbA mod	DAX1 inh-1	ssDAF12 agonist	DAX1 inh-2	FXN GAA850 act	SMARCA2 activ	HGIII-sPLA2 inh	PLCb3 inh	PG9 binder
31	Cc1cc(C)c2cc(CN(CCCN(C)C)C(=S)NCc3ccccc3)c(=O)[nH]c2c1	-1.6	-1.1	-2	0.8	-1.4	-0.1	-2.0	-1	4	-5	0.6
32	Cc1ccc(C(=O)NCc2ccc3c(c2)OCO3)c(C)c1	3.4	-0.1	4	-1.1	-1.2	0.5	3.0	-1	15	0	0.1
33	COc1ccc(C(=O)NCc2nnc(SCC(=O)Nc3nc4ccccc4s3)o2)cc1	3.5	-0.9	-6	-0.1	-0.8	-0.5	-0.9	2	0	-2	0.0
34	O=S(=O)(CCc1nc2ccccc2s1)c1ccc2ccccc2c1	-0.3	3.0	-1	-0.1	0.1	-0.1	1.0	2	-8	-2	0.3
35	CC(=O)N1CCN(C(=O)CNC(=O)c2ccc(Br)o2)CC1	-2.1	-1.1	-3	1.1	-0.8	-0.1	2.4	-2	10	-8	-1.3
36	Cc1cc(Cl)ccc1NC(=S)Nc1ccccn1	6.0	0.9	2	4.3*	0.3	0.0	3.5	2	12	2	-0.4
37	CCN(CC)C(=O)COc1ccc2c(-c3ccc(OC)cc3)cc(=O)oc2c1	1.9	0.1	-1	-0.3	-0.9	-1.0	0.4	-2	-4	-93	-1.2
38	CCOC(=O)CN1C(=O)C(O)(CC(=O)c2ccco2)c2ccccc21 (stereo not drawn)	1.4	-2.2	1	-0.4	-0.5	-0.1	-0.2	3	2	-1	-0.9
39	O=C(COC(=O)c1cc([N+](=O)[O-])ccc1N1CCOCC1)c1ccc(F)cc1	-0.8	0.1	0	0.6	-0.9	-0.3	0.8	3	-8	-7	-0.3
40	COc1ccc(C(=O)NC(Cc2ccc(OC(=O)c3ccc(OC)cc3)cc2)C(=O)O)cc1 (stereo not drawn)	-2.4	-2.0	-6	0.2	-1.2	-0.2	-3.1	-4	-16	-4	-0.2

Printed as active in DAX1 inh-1 (from the list above):
cpd | Compound | hcDAF12 agonist | Rev-erbA mod | DAX1 inh-1 | ssDAF12 agonist | DAX1 inh-2 | SMARCA2 activ | HGIII-sPLA2 inh | PLCb3 inh | PG9 binder
36 | Cc1cc(Cl)ccc1NC(=S)Nc1ccccn1 | 0.9 | 2 | 4.3* | 0.3 | 0.0 | 2 | 12 | 2 | -0.4

Other results.
No.	SMILES	hgDAF-12 ag	hcDAF12 agonist	Rev-erbA mod	DAX1 inh-1	ssDAF12 agonist	DAX1 inh-2	FXN GAA850 act	SMARCA2 activ	HGIII-sPLA2 inh	PLCb3 inh	PG9 binder
41	CCCCN(C(=O)c1ccc(S(=O)(=O)N2CCCCC2)cc1)C1CCS(=O)(=O)C1 (stereo not drawn)	0.8	1.2	2	1.4	-1.1	1.6	0.8	-2	-6	-6	-3.0
42	Cc1ccc(C(=O)N2CCCC(C(=O)Nc3cccc(-c4ccc(F)cc4)c3)C2)cn1 (stereo not drawn)	-3.5	-3.6	-3	-0.9	-1.0	-0.6	0.4	2	-1	-3	1.1
43	CC1(C)Cc2nc(N3CCOCC3)c(C#N)cc2CO1	-1.0	-1.6	0	-0.8	-1.6	0.1	1.1	-1	2	-214	2.8
44	COc1ccccc1S(=O)(=O)Cc1ccc(C(=O)N2CCN(c3ccc(C)cc3)C(C)C2)o1 (stereo not drawn)	-5.0	-3.5	1	-0.3	-2.1	0.7	-0.1	2	-8	0	-2.5
45	CC(/C=C1\SC(=Nc2cccnc2)NC1=O)=C\c1ccccc1	-1.7	0.1	0	2.1	-1.5	-0.7	1.3	-4	-32	-2	-2.0

Single values from the results shown.
O=C(Cn1c(=O)c2sccc2n(Cc2cccc([N+](=O)[O-])c2)c1=O)NCCc1ccccc1 | FXN GAA850 act = -1.2
Cc1cccc(NC(=O)CSc2nc3ccc(NC(=O)CSc4nnnn4-c4ccccc4)cc3s2)c1C | HGIII-sPLA2 inh = -5
CCOC(=O)c1c(C)[nH]c(C(=O)COC(=O)CCS(=O)(=O)c2ccc(C)cc2)c1C | HGIII-sPLA2 inh = -3
